Screening results as filed in PubChem BioAssay.
FBW7 activator – activators of human E3 ligase FBW7 | normalized activity (activation), % at 26.1 µM | actives 0.13% (n = 650,000) | AlphaScreen FBW7–phospho-cyclin E peptide binding, activator screen; in the data active = normalized activity above about 1.9%;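 also: purified mutant Fbw7 with reduced substrate affinity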
MITF primary – inhibitors of human MITF; O75030; AID 1259374; inhibition, % at 2.6 µM; actives 0.91% (n = 650,000); AlphaScreen MITF homodimerization, bead proximity signal; in the data active = inhibition above about 50%;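 also: 0% = vehicle wells with protein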
Target sequence (O75030 whole entry, looked up): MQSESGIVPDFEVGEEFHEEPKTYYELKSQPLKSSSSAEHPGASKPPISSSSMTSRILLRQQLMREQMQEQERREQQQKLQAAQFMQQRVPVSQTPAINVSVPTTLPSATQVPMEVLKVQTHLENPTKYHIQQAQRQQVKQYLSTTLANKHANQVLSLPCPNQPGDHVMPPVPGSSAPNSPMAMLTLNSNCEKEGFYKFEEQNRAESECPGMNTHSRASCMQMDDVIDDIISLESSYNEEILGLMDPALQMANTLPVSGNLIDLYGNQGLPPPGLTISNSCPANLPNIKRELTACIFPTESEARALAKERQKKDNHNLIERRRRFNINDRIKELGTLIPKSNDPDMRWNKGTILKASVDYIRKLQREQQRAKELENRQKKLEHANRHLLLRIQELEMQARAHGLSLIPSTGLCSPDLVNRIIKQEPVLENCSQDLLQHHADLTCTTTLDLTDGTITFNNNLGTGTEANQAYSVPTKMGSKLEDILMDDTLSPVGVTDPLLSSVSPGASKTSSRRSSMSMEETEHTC
GPR151 activ – human GPR151 activation. activation, % at 11.2 µM. PathHunter beta-arrestin GPR151 cells, luminescence. actives 1% (n = 650,000); in the data active = activation above about 4.9%;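 also: 0% = median of compound wells and 100% = cells with positive control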
Target sequence (Q8TDV0 whole entry, looked up): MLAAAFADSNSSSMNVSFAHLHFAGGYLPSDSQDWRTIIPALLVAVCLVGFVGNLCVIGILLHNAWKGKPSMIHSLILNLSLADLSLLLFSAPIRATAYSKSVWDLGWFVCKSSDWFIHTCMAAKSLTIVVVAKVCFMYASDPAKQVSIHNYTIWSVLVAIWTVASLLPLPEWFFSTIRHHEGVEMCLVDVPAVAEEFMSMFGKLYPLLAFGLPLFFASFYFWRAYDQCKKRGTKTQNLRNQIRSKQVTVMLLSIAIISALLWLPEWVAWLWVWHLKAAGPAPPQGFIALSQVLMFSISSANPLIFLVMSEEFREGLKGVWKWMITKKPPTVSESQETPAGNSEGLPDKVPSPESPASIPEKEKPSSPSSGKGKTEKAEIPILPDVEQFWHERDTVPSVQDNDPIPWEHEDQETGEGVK
TEAD-YAP block – TEAD-YAP interaction inhibition | inhibition, % at 9.12 µM | HEK-TIYL cells, TEAD-Gal4/YAP UAS-luciferase luminescence | actives 1.4% (n = 640,000); in the data active = inhibition above about 32%;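 also: 0% = median of test compound wells and 100% = reference inhibitor wells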
An asterisk follows results filed as active; & = joins results of further samples.

Below each SMILES: FBW7 activator	MITF primary	GPR151 activ	TEAD-YAP block
- O=C(CCS(=O)(=O)c1nc(-c2ccc3c(c2)OCO3)cc(C(F)(F)F)n1)Nc1ccc(F)cc1F
  0.0	5	-0.7	-13
- O=C(CCc1ccccc1)N/N=C/c1ccco1
  0.4	4	-0.7	-14
- CNC(=S)N1CCC(C(=O)N(C)C(c2ccc3c(c2)OCO3)c2ccccn2)CC1 (stereo not given)
  -0.3	18	0.7	-3
- COc1cccc(CN2CCNC(=O)C2CC(=O)NCc2cccc(Cl)c2)c1OC (stereo not given)
  0.1	1	-0.7	12
- O=C(Nc1cc(C(F)(F)F)ccc1Oc1ccccc1-c1ccccc1)c1ccccc1O
  -0.1	-2	2.4	2
- COc1cc(OC)cc(-c2cc3nc4c(c(NCc5cccnc5)n3n2)CCC4)c1
  -0.1	-4	-0.5	45*
- Cc1ccccc1Cc1c(C)nc2c(C#N)c(C)nn2c1C
  0.0	-1	1.4	5
- COc1ccc(CCNC(=O)CCC(=O)NCCc2ccc(OC)cc2)cc1
  0.5	24	3.1	-1
- O=C1CSc2ccc(C(=O)N3CCN(c4cccc(C(F)(F)F)c4)CC3)cc2N1
  0.1	2	-0.1	52*
- CC(C)N(Cc1ccccc1)C(=O)COC(=O)c1c(F)cccc1F
  0.0	5	1.5	2
- O=C(COc1ccc(Br)cc1)N1CCN(c2ccc([N+](=O)[O-])cc2)CC1
  0.1	30	0.0	16
- O=C(O)COc1ccccc1/C=N/NC(=O)c1cccc([N+](=O)[O-])c1
  0.0	3	0.7	3
- CCN(CCO)c1ccc(NC(=S)Nc2ccccc2F)cc1
  0.4	8	-8.9	66*
- Nc1nnc(-c2ccccc2Br)s1
  -0.2	-7	-0.4	-6
- Cc1ccc2onc(CC(=O)N3CCN(c4ccccc4)CC3)c2c1
  0.0	6	-3.9	3
- Cc1ccc(Nc2c(-c3ccc(N4CCOCC4)cc3)nc3cnccn23)cc1
  -0.1	-11	0.9	-35
- CC1(C)CC2CC(C)(CN2C(=O)COC(=O)c2cccnc2Cl)C1 (stereo not given)
  -0.1	1	1.9	0
- O=C(NC1CC1)c1ccc(-c2cccc(C(=O)NCc3ccccc3)n2)cc1
  0.1	-2	-1.6	2
- CSCCC(NC(=O)c1ccc([N+](=O)[O-])o1)C(=O)O (stereo not given)
  0.0	4	0.4	2
- CCCCOC(=O)c1ccc(N2C(=O)c3ccc(Br)cc3C2=O)cc1
  0.0	-7	0.4	-14
- CS(=O)(=O)N(CC(=O)Nc1ccc(F)c(F)c1)c1ccc(Br)cc1
  0.2	12	-0.5	-8
- CC(C)(CO)Cc1cc(C(C)(C)C)c(O)c(C(C)(C)C)c1
  0.3&0.2	16&30	1.0&-1.4	-16
- COc1ccc(C2CC(=O)N3CN(c4ccc(OC)cc4)CSC3=C2C#N)cc1 (stereo not given)
  -0.2	-7	-0.6	-1
- CCCCOc1ccc(C(=O)NCC(=O)OCC(=O)c2ccc([N+](=O)[O-])cc2)cc1
  -0.2	-16	-0.3	6
- Cc1ccn2cc(CNC(=O)c3cc(Cc4ccc(F)cc4)no3)nc2c1
  0.0	-19	-0.3	2
- CCOc1ccc(C(=O)NC(=S)Nc2ccc(NC(C)=O)cc2)cc1[N+](=O)[O-]
  0.1	8	-0.7	-5
- O=C(c1cccc(F)c1)N1CCN(C2CCCC2)CC1
  -0.1	-83	-0.3	3
- CN(C(=O)C1CCN(C(=O)Nc2ccccc2)CC1)C(c1ccccc1)c1ccccn1 (stereo not given)
  -0.3	7	-0.2	-48
- CCCCN1C(=O)CC(N2CCOCC2)C1=O (stereo not given)
  -0.2	-4	-0.5	-2
- CC(=O)N(c1ccccc1)C1CC(=O)N(c2ccccc2)C1=O (stereo not given)
  0.1	15	0.1	4

The last 4 compounds of the section before are carried over, then new ones follow.
Below each SMILES: FBW7 activator	MITF primary	GPR151 activ	TEAD-YAP block
- O=C(c1cccc(F)c1)N1CCN(C2CCCC2)CC1
  -0.1	-83	-0.3	3
- CN(C(=O)C1CCN(C(=O)Nc2ccccc2)CC1)C(c1ccccc1)c1ccccn1 (stereo not given)
  -0.3	7	-0.2	-48
- CCCCN1C(=O)CC(N2CCOCC2)C1=O (stereo not given)
  -0.2	-4	-0.5	-2
- CC(=O)N(c1ccccc1)C1CC(=O)N(c2ccccc2)C1=O (stereo not given)
  0.1	15	0.1	4
- Cc1ccc(NC(=O)C2CCN(c3c(C#N)cnc4ccccc34)CC2)cc1F
  -0.1	-11	0.4	6
- COc1ccccc1CNc1nc(-c2ccc(C)cc2)nc2ccccc12
  0.0	0	-0.6	-20
- CCOCCCNC(=O)c1cn2c3c(ccc(Cl)c3c1=O)OC(C)C2 (stereo not given)
  0.4	10	-0.8	12
- CC(CNc1ccc([N+](=O)[O-])cc1)NS(C)(=O)=O (stereo not given)
  0.1	13	-0.3	5
- COCCN1C(=O)/C(=C/c2cc(OC)c(O)c([N+](=O)[O-])c2)SC1=S
  0.3	15	-0.3	5
- N#Cc1ccc(-c2ccncc2)nc1SCC(=O)O
  -0.1	-5	-0.7	-1
- Cc1c(Cl)cccc1-n1c(SCc2cccc(F)c2)nc2[nH]ncc2c1=O
  0.0	-11	1.9	-13
- O=C(Nc1ccc(O)c(-c2nc3ccccc3o2)c1)c1ccc(-c2cccc(Cl)c2)o1
  -0.3	-4	0.5	1
- CC(=O)NC(=S)Nc1ccc(NC(=S)NC(=O)c2ccco2)cc1
  0.0	13	1.7	6
- C/C(Cn1nnc([N+](=O)[O-])n1)=N\NC(=O)c1ccccc1Cl
  0.0	2	-0.6	-32
- COc1ccc(/C=C(\C#N)C(N)=S)cc1OC
  0.2	10	0.0	-5
- CC1(C(=O)N/N=C/c2ccccc2)CC1(Br)Br (stereo not given)
  0.0	3	0.4	-2
- Cc1cccc(OCc2nnc(SCc3nc4sc(C(=O)O)c(C)c4c(=O)[nH]3)o2)c1
  -0.3	-3	2.2	8
- CCc1cccc(N2C(=O)Nc3ccccc3N2O)c1
  0.3	17	0.6	-5
- CC(c1ccco1)N(C(=O)C1CC1)c1ccccn1 (stereo not given)
  -0.1	-7	1.9	-5
- CCc1nn2c(C)cc(C)nc2c1C
  -0.1	9	-0.2	10
- Brc1ccc2nc(-c3ccccc3)cc(-c3ccccc3)c2c1
  0.0	-2	0.3	-3
- CC(C)n1cnc2c(NCc3nc4ccccc4[nH]3)nc(Nc3ccc(-n4ccnc4)cc3)nc21
  -0.1	13	-0.7	46*
- COc1ccc(Nc2cc(-c3ccc(F)cc3)nc(C)n2)cc1
  -0.1	1	-0.7	-39
- COc1ccc2[nH]c3c(c2c1)CCOC31CCN(C(=O)N[C@@H](C)c2ccccc2)CC1
  -0.4	-21	0.4	9
- CCOC(=O)c1oc2cc(OCc3ccccc3)ccc2c(=O)c1-c1cnn(-c2ccccc2)c1
  0.7	21	-0.9	10
- C[C@@]12CC(=O)NC1N(C(=O)c1cccc(C(F)(F)F)c1)C(c1ccccc1O)C2 (stereo not given in full)
  0.0	-2	-1.0	-8
- COc1cccc(CNC(=O)c2cc3sc(Cl)cc3n2C)c1
  -0.2	31	-0.3	-3
- N#Cc1c(NC(=O)CSc2nnnn2C2CCCCC2)sc2c1CCCC2
  0.1	5	-0.7	8
- O=C1CN(S(=O)(=O)c2ccc(OC(F)(F)F)cc2)CC(=O)N1CCc1ccccc1
  0.1	6	0.3	-2
- CC1=C(C(=O)NCCN2Cc3ccccc3OC(C)C2)OCCO1 (stereo not given)
  0.0	-6	-1.2	5
- C[C@H](O)CNC(=O)c1cccnc1Nc1ccc2[nH]ncc2c1
  0.6	26	0.5	4
- CCOc1ccc(CNC(=O)c2cnc(SC)nc2C)cc1
  0.2	5	-0.6	3
- NC(=O)COc1cccc(-n2cnnn2)c1
  0.8	13	0.7	13
- O=C(Nc1sc2c(c1C(=O)Nc1ccccc1Cl)CCCC2)c1ccccc1F
  0.1	2	-0.2	-4
- COC(=O)C1CCN(c2ncnc3c2cnn3C)CC1
  0.1	8	-1.2	-2
- NC(=O)C1CCN(Cc2ccc(F)cc2)CC1
  0.1	-9	0.6	0
- CC(C)[C@@H](C(=O)OCC(=O)Nc1ccc2c(c1)OCO2)N1C(=O)c2ccccc2C1=O
  0.2	6	-0.5	8
- Cc1ccc(C(=O)COC(=O)c2ccc3c(c2)C(=O)N(c2ccc(Cl)c(Cl)c2)C3=O)cc1
  -0.1	17	-0.6	0
- O=C(NCCO)c1cccc(-c2cnc3c(NCc4ccco4)nccn23)c1
  -0.7	12	-1.9	-56
- COc1ccc(S(=O)(=O)N(CC(=O)N2CCC(C)CC2)c2ccc(C)cc2)cc1
  0.0	17	-0.3	-1
- COc1ccc(CCNC(=O)c2cc(F)c(F)c(F)c2F)cc1OC
  0.0	-7	1.5	9
- Cc1cc(C)n(-c2ccc(S(=O)(=O)O)cc2)n1
  0.0	-7	-1.2	-8
- CCCNC(=O)C(=O)NCCc1ccccc1
  0.1	-1	0.5	-18
- O=C(Cn1nc(-c2ccccc2)c2ccccc2c1=O)N1CCCCC1
  -0.1	10	0.0	-1
- COc1ccc(-c2cc(C(=O)NCc3cccs3)c3ccccc3n2)cc1
  0.0	6	0.2	-3
- O=C1NCCN1Cc1ccc(Cl)cc1
  0.0	4	0.3	1
- CCc1ccc(NC(=S)N(Cc2cccs2)C2CCCCC2)cc1
  -0.4	4	0.3	-5
- COc1ccc(CNc2ccnc3c(-c4cccc5cccnc45)cnn23)cc1
  -0.1	-13	-1.6	-2
- COc1ccc(NC(=O)c2c(NCc3cccs3)sc3c2CCCC3)cc1
  0.1	7	-0.4	-11
- Cc1ccc(C2/C(=C(\O)c3ccc(Cl)cc3)C(=O)C(=O)N2c2nnc(C)s2)cc1 (stereo not given)
  -0.2	-2	2.5	-3
- CCC(C)(C)NC(=O)c1ccc(OC(F)F)c(OC)c1
  0.0	7	0.0	1
- CCOC(=O)C1=C(N)N(c2ccccc2Br)C(=O)C1
  0.4	27	1.8	8
- O=C(COc1ccc(Br)cc1Br)NCCc1ccccc1
  -0.1	3	0.7	-2
- CC(C)N(Cc1nc(-c2ccccc2)no1)C(=O)Cc1ccc(Cl)cc1
  -0.1	-7	0.0	-9
- C=CCC(C)(NCc1ccccc1)c1ccco1 (stereo not given)
  0.1	10	-0.4	8
- O=C(NCc1cccc2ccccc12)c1ncoc1-c1cccc(F)c1
  0.1	10	0.2	-8
- COc1cncc(-c2cnc(N)c(NCCN(C)C)n2)c1
  0.6	14	-0.8	5
- O=C(CSc1nc2ccsc2c(=O)n1C1CC1)NCC1CCCO1 (stereo not given)
  0.9	2	-1.4	4
- O=C(CSC1CC(=O)N(c2cccc(Br)c2)C1=O)Nc1ccc(Cl)cc1 (stereo not given)
  0.1	2	2.6	7
- CC(C)c1ccc2nc(SCC(=O)Nc3nccs3)c(C#N)cc2c1
  0.0	2	-0.6	-14
- N#Cc1ccc(N=Cc2c(O)ccc3ccccc23)cc1
  0.0	-6	0.2	3
- CSc1nnc2c3sc4nc(N5CCOCC5)c5c(c4c3ncn12)CC(C)(C)OC5
  0.2	3	-0.5	2
- O=C(Cn1ccc2ccccc2c1=O)NCC(=O)Nc1ccc(F)cc1F
  1.2	8	-0.2	5
- CN(C)Cc1c(C(=O)N/N=C/c2ccc(O)cc2)nnn1-c1nonc1N
  -0.1	-11	0.4	-2

Further results follow.
Below each SMILES: FBW7 activator	MITF primary	GPR151 activ	TEAD-YAP block
- CC1CC(C)CN(c2ncnc3c2cnn3Cc2ccc(Cl)cc2)C1 (stereo not given)
  0.9	16	-2.5	-4
- OCCCNc1c2c(nc3cc(-c4ccc(Cl)cc4)nn13)CCC2
  -0.1	7	0.8	-18
- Cc1cc(C(=O)OCC(=O)Nc2cc(C)on2)c2ccccc2n1
  0.0	-3	2.0	8
- COc1ccc(-c2noc(N(C)CC(=O)Nc3ccc(OC)c(OC)c3)n2)cc1
  0.0	2	-1.3	2
- CCOCc1cc(CN2CCN(Cc3cccs3)C(CCO)C2)ccc1OC (stereo not given)
  0.1	20	-1.0	5
- CC(O)C(NC(=O)OCc1ccccc1)C(=O)O (stereo not given)
  0.1	16	-1.3	-12
- O=[N+]([O-])c1cc(S(=O)(=O)N2CCCC2)ccc1O
  0.0	10	2.5	4
- COc1ccccc1-n1c(-c2ccc3ccccc3n2)n[nH]c1=S
  -0.1	-1	2.7	-6
- CCN(CC(N)=O)S(=O)(=O)c1ccc(Cl)cc1
  -0.2	-4	0.4	-3
- CCOC(=O)c1c(NC(=O)c2ccc(Br)o2)sc(C)c1C
  -0.2	-10	1.0	0
- Cc1cnc(N2CCOCC2)nc1Nc1ccc(Oc2ccccc2)cc1
  0.1	-3	6.6*	-17
- CCCCc1ccc(NC(=S)NN2CCOCC2)cc1
  -0.1	-3	4.3	-22
- CN(Cn1nc2c3ccccc3ncn2c1=O)C1CCCCC1
  0.0	-6	0.4	-1
- CCOC(=O)C1(CC2CC2)CCN(C(=O)c2cc(-c3ccc(C)s3)[nH]n2)CC1
  -0.2	-6	1.2	-31
- Cc1noc(NS(=O)(=O)c2ccc(NC(=O)CSc3ncccn3)cc2)c1C
  0.9	14	-1.2	10

Whole records, looked up by structure. Order of screens: FBW7 activator	MITF primary	GPR151 activ	TEAD-YAP block
CCOC(=O)c1c(NC(=O)c2ccc(Br)o2)sc(C)c1C is listed with -0.2	-10	1.0	0
CCN(CC(N)=O)S(=O)(=O)c1ccc(Cl)cc1 is listed with -0.2	-4	0.4	-3
CCOCc1cc(CN2CCN(Cc3cccs3)C(CCO)C2)ccc1OC (stereo not given) is listed with 0.1	20	-1.0	5

Not a hit list; any-hit rate near 3.4%.
